Source: PubChem BioAssay (The Scripps Research Institute Molecular Screening Center)
SRC3 TRFRET art: counter-screen for PPARgamma SRC-3 recruitment agonists: TR-FRET artefact. 99,000 compounds, 0.39% hits. PPARgamma/SRC-3 format; hits give high values. TR-FRET ratio at 8 µM; in the data active = TR-FRET ratio above about 2000; also: inactives centre near 1600; reference of the scale not given here
SRC1 TRFRET art: TR-FRET artefact, counter-screen to PPARgamma/SRC-1 agonist assay. TR-FRET detection artefact counter-screen, emission ratio; hits give high values. TR-FRET ratio at 8 µM. 99,000 compounds, 0.34% hits. AID 1051; in the data active = TR-FRET ratio above about 2300; also: inactives centre near 1800; reference of the scale not given here
An asterisk follows results filed as active. Not all compounds are listed (hit frequency here may not be typical).

canonical_smiles,SRC1 TRFRET art,SRC3 TRFRET art
CSCCC(NC(C)=O)C(=O)Oc1ccc2c3c(c(=O)oc2c1)CCCC3 (centres undefined),1964,1647
O=C(CSc1nnc2c(n1)[nH]c1ccc(S(=O)(=O)N3CCOCC3)cc12)Nc1ccc(F)c(F)c1,1783,1453
COc1ccc(-c2cc(C(=O)Nc3cc(S(=O)(=O)N4CCOCC4)ccc3N3CCOCC3)c3ccccc3n2)cc1,1975,1792
CCC(C)/C(C)=N/NC(=O)c1ccc(COc2ccc(Cl)c(C)c2)cc1 (centres undefined),1684,1552
COc1ccccc1NC(=S)N(Cc1ccc(C)cc1)Cc1ccccn1,2012,1513
Cc1c(CCOC(=O)c2ccc([N+](=O)[O-])cc2)sc[n+]1CC(=O)c1ccccc1,1704,1536
Cc1cc(NC(=O)c2ccc(Cl)c(S(=O)(=O)N3CCOCC3)c2)no1,1869,1618
CCOc1ncccc1C(=O)Nc1ccc(Cl)c(S(=O)(=O)N2CCCC2)c1,1890,1550
COc1ccc(/C=C/C(=O)NC(CCSC)C(=O)O)cc1 (centres undefined),1684,1429
Cc1ccccc1NC(=O)CCN1CCCC1,1754,1700
O=C(NCCn1ccc2ccccc21)c1cccc([N+](=O)[O-])c1,1745,1643
CC(=O)CSc1nc2ccc(Nc3nc(N4CCOCC4)nc(N4CCOCC4)n3)cc2s1,1836,1643
O=C(COc1ccc(C(=O)Nc2ccc(Cl)cc2)cc1)NCc1ccccc1,1838,1597
O=c1oc2cc(OCc3ccc(F)cc3F)ccc2cc1-c1ccc2ccccc2n1,1661,1754
O=C(Nc1cccc(N=Cc2cc(Br)cc(Br)c2O)c1)c1ccco1,1862,1517
O=C(O)c1ccc(-c2nc(-c3ccccc3Cl)cs2)cc1,1908,1956
O=C1C(Cl)=C(Nc2cccc(O)c2)C(=O)N1Cc1ccccc1,1644,1438
O=C(COc1ccc2ccc(=O)oc2c1)N1CCc2ccccc21,1773,1554
O=C(Cn1c2[n+](c3ccc(C(F)(F)F)cc31)CCCCC2)Nc1ccccc1,1722,1400
CC(=O)c1ccc(S(=O)(=O)Nc2cccc(S(=O)(=O)NC3=NCCC3)c2)cc1,1454,1468
O=C(Nc1ccccc1)OCCN1CCN(Cc2ccccc2)CCC1=O,1881,1858
O=C(O)/C=C/C(=O)N1CCN(c2ccccc2F)CC1,1836,1674
COC1=CCC2([N+](=O)[O-])CN(CCO)CC1([N+](=O)[O-])C2 (centres undefined),1843,1771
Cc1cc(NC(=O)c2cc(C3CC3)on2)no1,1881,1503
Cn1c(N)c(C(=O)COC(=O)c2nc(Cl)ccc2Cl)c(=O)n(C)c1=O,1605,1591
CN1CCc2c(OCC(=O)N3N=C(c4cccs4)CC3c3ccc(F)cc3)cccc2C1=O (centres undefined),1719,1599
CC1Cc2ccccc2N1C(=O)COC(=O)C1(c2ccccc2F)CCCC1 (centres undefined),1709,1587
COc1ccc(/C=N/NC(=O)c2ccc(O)cc2O)cc1CSc1ccccn1,1823,1545
CCOc1cc(N2CCOCC2)c(OCC)cc1NC(=O)c1cc(-c2ccco2)nc2ccccc12,1914,1601
O=c1nc(Nc2ccccc2)sc2ccc([N+](=O)[O-])cc12,1813,1752
O=C(CNC(=O)C1CCCCC1)Nc1cc(Cl)ccc1Cl,1799,1453
Cc1ccccc1Nc1nc(N)nc(CN2CCN(Cc3ccc4c(c3)OCO4)CC2)n1,1575,1404
CN(C1=C(NC(=O)c2ccc(Cl)cc2)C(=O)c2ccccc2C1=O)c1ccccc1,1737,1482
CCN(c1cccc(C)c1)S(=O)(=O)c1cccc2nsnc12,1478,1426
Cc1ccc(S(=O)(=O)NCCC(=O)Nc2ccc(Cl)c(Cl)c2)cc1,1919,1602
O=C(COc1ccccc1)NNC(=O)COc1ccc([N+](=O)[O-])cc1,1858,1650
Nc1c(S(=O)(=O)c2ccccc2)c2nc3ccccc3nc2n1C1CC1,2095,1751
O=C(COc1cccc2cccnc12)Nc1ccccc1,2087,1543
CC(NC(=O)c1ccccc1)c1ccc(F)cc1 (centres undefined),1696,1219
O=C1[C@H](CC[C@H](O)c2ccc(F)cc2)[C@@H](c2ccc(O)cc2)N1c1ccc(F)cc1,2047,1703
CCN(/N=C/C=C/c1ccccc1)c1cc(=O)n(C)c(=O)[nH]1,1905,1653
O=C(N/N=C/c1ccc(COc2ccc(Br)cc2)o1)c1ccco1,1684,1538
Cc1nnc(-c2cnn(C)c2N)n1CCCN1CCOCC1,2061,1557
COc1ccc(C2CC(c3ccccc3)=NN2C(=O)COC(=O)c2cccnc2)cc1 (centres undefined),1813,1693
CC1(C)CC(=O)C=C(NNC(=O)c2ccccc2)C1,1611,1383
Cc1nc2ccc(C(=O)NCc3ccc4c(c3)OCO4)cc2s1,1925,1517
COc1ccc(-n2c(SC3CCOC3=O)nc3ccccc3c2=O)cc1Cl (centres undefined),1911,1686
Cc1cccc(C(=O)Nc2ccc(NC(=O)Cc3ccc(Cl)cc3)cc2)c1,2055,1664
CC1CCCN(c2ccc(C(=O)OCC(=O)N3c4ccccc4Sc4ccccc43)cc2[N+](=O)[O-])C1 (centres undefined),1832,1691
Cc1c(O)ccc(C(=O)CN2CCN(Cc3ccc4c(c3)OCO4)CC2)c1O,1821,1737

Other compounds follow.
canonical_smiles,SRC1 TRFRET art,SRC3 TRFRET art
CN1Cc2cccc3c2C(Cc2ccccc2S3)C1 (centres undefined),1705,1693
CCOC(=O)CSc1cc(C)nc2ccc(OC)cc12,2045,1647
c1ccc(N2CCN(c3nc(-c4cccs4)nc4ccccc34)CC2)cc1,1768,1737
COc1ccc(-c2nnc(SC(=O)N3c4ccccc4Sc4ccccc43)o2)cc1,1783,1875
CCCCCCN1C=CC(=C2C(=O)c3ccccc3C2=O)C=C1,1880,1623
CCc1nnc(NC(=O)c2cccc(S(=O)(=O)N(C)c3ccc(OC)cc3)c2)s1,1781,1499
O=C1c2ccccc2C(=O)N1Cc1nc(-c2ccncc2)no1,1840,1551
Cc1csc(NC(=O)c2ccc3c(=O)n4c(nc3c2)CCCCC4)n1,1823,1510
CCOc1ccc(CC(=O)Nc2cc(=O)n(C)c(=O)n2C)cc1,1756,1593
O=C(NNc1cccc(Cl)n1)c1c(F)cccc1F,1700,1648
C=CCC1(CC=C)CCCN1C(=O)CC1C(=O)NCCN1Cc1ccccc1OC (centres undefined),1715,1325
CCOC(=O)CCSCC(=O)N1N=C(c2cccs2)CC1c1ccc(C)cc1 (centres undefined),1834,1633
C#CCOCCOCCOCCNc1nc(N2CCN(C(=O)[C@H]([C@@H](C)CC)n3cc([C@@H](N)Cc4ccc(O)cc4)nn3)CC2)nc(N2CCN(C(=O)[C@H](CCCCN)n3cc([C@@H](N)C(C)CC)nn3)CC2)n1 (some centres undefined),1751,1510
CC(C)Oc1ccc(C(CC(=O)NCCCN(C)C)c2ccc(F)cc2)cc1 (centres undefined),1971,1831
CCOc1cccc2c1OC1(C)CC2NC(=O)N1Cc1ccccc1 (centres undefined),1709,1756
COc1ccccc1CNC(=O)CN(CCc1ccccc1)S(C)(=O)=O,1774,1672
O=C(Nc1nc(-c2ccc(-c3ccccc3)cc2)cs1)c1cc([N+](=O)[O-])ccc1N1CCOCC1,2170,1623
Cc1ccccc1Nc1c(-c2ccncc2)nc2ccc(Cl)cn12,1954,1693
O=C(CN1C(=O)NC2(CCCCC2)C1=O)NCc1cccs1,1884,1603
S=c1[nH]c2ccccc2o1,1993,1743

Compounds from the list above that have a furan ring, fused or not, in the order listed:
canonical_smiles,SRC1 TRFRET art,SRC3 TRFRET art
O=C(Nc1cccc(N=Cc2cc(Br)cc(Br)c2O)c1)c1ccco1,1862,1517
CCOc1cc(N2CCOCC2)c(OCC)cc1NC(=O)c1cc(-c2ccco2)nc2ccccc12,1914,1601
O=C(N/N=C/c1ccc(COc2ccc(Br)cc2)o1)c1ccco1,1684,1538

Next section
canonical_smiles,SRC1 TRFRET art,SRC3 TRFRET art
CC(=O)N1CCN(Cc2nc(C(c3ccccc3)c3ccccc3)no2)CC1,1731,1506
CCOC(=O)N1CCC(NC(=S)Nc2ccc3nc(N4CCN(CC)CC4)cc(C)c3c2)CC1,1742,1572
Cn1ccnc1Sc1nnnn1-c1ccccc1,2012,1620
Cn1cnc2ccc([N+](=O)[O-])cc2c1=O,1888,1807
Cc1c(C)n(CCC#N)c2ccc(Cl)cc12,1552,1451
COc1ccc2[nH]c(=O)c(CN(CC3CCCO3)C(=S)Nc3cccc(C)c3)cc2c1 (centres undefined),1870,1649
CC(C)NC(=O)NC(=O)CSc1nncs1,1469,1396
Cc1cc(C)n(-c2ccc(C(=O)NCc3ccc4c(c3)OCO4)cc2)n1,2086,1471
O=C(Cc1ccccc1[N+](=O)[O-])Nc1ccc2c(c1)OCCO2,1647,1523
O=C(C1CCN(c2nc3nonc3nc2N2CCCCC2)CC1)N1CCOCC1,1469,1778
COc1ccc(/C=N/NC(=O)CCC(=O)Nc2ccccc2)cc1OC,1852,1526
CC(=O)c1cc(-c2ccc(F)cc2)n(CCC(=O)Nc2cccc(C)n2)c1C,1706,1555
OC(COc1ccc(CNCCc2ccc(C(F)(F)F)cc2)cc1)CN1CCCCC1 (centres undefined),1747,1563
COc1ccc(-c2cc3ncc(-c4ccccc4)c(N)n3n2)cc1,1959,1640
COc1ccc(-c2csc(NC3=NCCCCC3)n2)cc1,1630,1581
COc1ccc(C(=O)n2ncc(C#N)c2N)cc1,1479,1601
CC1(C)NC(=O)N(CC(=O)OCC(=O)Nc2cc(S(=O)(=O)N3CCCCC3)ccc2Cl)C1=O,1760,1734
CC(C)CC(=O)Nc1ccccc1N1CCCC1,1771,1609
CC(=O)Nc1ccc(S(=O)(=O)Nc2nnc(C3CCCCC3)s2)cc1,1714,1903
Cn1c(N)c(C(=O)COC(=O)CCCN2C(=O)c3ccccc3C2=O)c(=O)n(C)c1=O,1636,1537
COc1ccc(/C=C/C(=O)Oc2ccc(/C=N/NC(=O)c3ccccc3)cc2)cc1OC,1883,1466
Cc1cc(NC(=O)c2ccc3c(c2)OCCO3)ccc1NC(=O)c1ccco1,1504,1585
Cc1ccc(C(=O)OCc2cn3ccccc3n2)cc1,1670,1411
Cc1cc(C)cc(C(=O)Oc2coc(CSc3nnc(NC(=O)C4CC4)s3)cc2=O)c1,1906,1562
COc1ccc(C2NC(=S)NC3=C2CCCC3=C2SCCS2)cc1 (centres undefined),1857,1644
CC(=O)Nc1ccccc1C(=O)C(=O)Nc1cccc(C(=O)NCC2CCCO2)c1 (centres undefined),1708,1686
COc1cc(/C=C/C(=O)Nc2nnc(CC(C)(C)C)s2)cc(OC)c1OC,1584,1377
COCC(=O)N1CCCC(C(=O)c2ccc3c4c(cccc24)CC3)C1 (centres undefined),1805,1580
Cc1cc(C)nc(NC(=O)/C=C/c2ccc3c(c2)OCO3)c1,1727,1629
COc1ccc(S(=O)(=O)N2CCCCCC2)cc1C(=O)OCC(=O)NC(C)(C)C,1708,1594
CCC(=O)N1c2ccccc2NC2=C(C(=O)CC(C)(C)C2)C1c1cccnc1 (centres undefined),1884,1437
O=S(=O)(CCc1ccccc1)/N=C/c1cccs1,1883,1559
Cc1c(NC(=O)COC(=O)c2ccc[nH]c2=O)c(=O)n(-c2ccccc2)n1C,1724,1736
COc1ccc(/C=N/NC(=O)Cc2ccc(Cl)cc2)cc1OC,2041,1777
Cc1ccc2c(c1)C1CN(C)CCC1N2S(=O)(=O)c1ccc(Oc2ccc([N+](=O)[O-])cc2)cc1 (centres undefined),1644,1563
CCOc1cc(CNc2ncnc3nc[nH]c23)ccc1OC,2238,1721
CCNC(=O)C/C(C)=N/NC(=O)C1CCCCC1,1775,1370
O=C(O)CC(CNS(=O)(=O)c1ccccc1)c1ccccc1 (centres undefined),1484,1500
O=c1c(Cc2ccc(F)cc2)c(O)ccn1CCCN1CCOCC1,1931,1555
O=c1c2c3c(sc2n(CCN2CCCC2)c(=O)n1Cc1ccco1)CCCCC3,1752,1629

A second format for some results above:
Cn1c(N)c(C(=O)COC(=O)c2nc(Cl)ccc2Cl)c(=O)n(C)c1=O
  SRC1 TRFRET art: 1605 | SRC3 TRFRET art: 1591

CCOC(=O)CCSCC(=O)N1N=C(c2cccs2)CC1c1ccc(C)cc1 (centres undefined)
  SRC1 TRFRET art: 1834 | SRC3 TRFRET art: 1633

Full records, quoted from the list. Screens in order: SRC1 TRFRET art	SRC3 TRFRET art
COc1ccc(/C=N/NC(=O)Cc2ccc(Cl)cc2)cc1OC across the screens: 2041	1777
O=c1c2c3c(sc2n(CCN2CCCC2)c(=O)n1Cc1ccco1)CCCCC3 across the screens: 1752	1629

Going on with the list:
canonical_smiles,SRC1 TRFRET art,SRC3 TRFRET art
CS(=O)(=O)N1CCc2cc(C(=O)Nc3ccccc3)ccc21,1714,1298
O=C(O)/C=C/C(=O)NC1CC1,2014,1574
O=C(c1cc(Cl)ccc1[N+](=O)[O-])n1cnc2ccccc21,1951,1597
O=C(CSc1nncs1)N1c2ccccc2Sc2ccccc21,2047,1505
C#CCSc1ncc(S(=O)(=O)c2ccccc2)c(=O)[nH]1,1920,1678
CCN(CC)CCOc1cccc(C(C)C)c1,1658,1626
O=C(Nc1ccc2c(c1)OCCO2)C(=S)NCc1ccccc1,2046,1555
CC(=O)c1ccc(-c2ccc(C(=O)N3CCN(c4ccc(F)cc4)CC3)o2)cc1,1648,1467
CCNC(=O)CC1C(=O)N(c2ccc(F)cc2)C(=O)N1Cc1cccs1 (centres undefined),1679,1476
O=C(CSCc1c(F)cccc1Cl)Nc1ccccc1C(=O)N1CCOCC1,1753,1721
O=C(NN=C1CCN(Cc2ccccc2)CC1)c1ccccc1O,1981,1589
